A549 viability – counter-screen for Nrf2 inhibitors: cytotoxicity in A549 cells. A549 ARE-Fluc cells, CellTiter-Fluor viability, 18-24 h. Potency, µM (doses to about 46 µM), without a hit: top-dose activity change, negative = cytotoxicity, hits mostly inhibitors. 0.16% of 390,000 active; further: potency means the concentration at half of the fitted maximal effect; on the % scale 0 is the no-effect control and ±100 the full control effect
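A549 ARE-Fluc cells in 5% FBS OPTI-MEM, 5000 cells/well, rested 2 h then exposed to compounds in concentration-response for 18-24 h at 37 °C. Viability by CellTiter-Fluor fluorescence (Ex 405/Em 525) after 30 min; luciferase luminescence (BugLite, 15 min, RT) read afterwards.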
Nrf2 ARE act – activates Nrf2 signaling; AREc32 ARE-luciferase reporter (MCF7-derived line), luminescence, 24 h; Potency, µM (top dose mostly 46.1 µM), for the others: at the highest dose activation, usual class: activators; 0.31% of 410,000 active; further: potency means the concentration at half of the fitted maximal effect; % of control where 0% means no effect; nearly all actives have a fitted effect of over 65% in size
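Cells of the AREc32 ARE-luciferase line are plated in OPTI-MEM containing 5% FBS and left overnight at 37 deg C. Compounds are pinned in, incubation continues 24 hr, and firefly luciferase signal is then measured.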
Nrf2 inh – blocks Nrf2 signaling; A549 ARE-Fluc reporter, luciferase luminescence, 18-24 h; Potency, µM (top dose mostly 46 µM), for the others: top-dose activity change, negative = inhibition, actives largely listed as inhibitors; 2.1% of 360,000 active; further: potency means the concentration at half of the fitted maximal effect; on the % scale 0 is the no-effect control and ±100 the full control effect; nearly all actives have a fitted effect of over 60% in size
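Reporter: ARE-Fluc in A549. Exposure: 18-24 h, 37 °C, 5% CO2, 5% FBS OPTI-MEM. Readouts: fluorescent cytotoxicity (CellTiter-Fluor), then luminescent Nrf2 signal after BugLite.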
TGFb SMAD3 inh – TGF-b pathway inhibition; HepG2 CAGA-GFP TGF-b/SMAD3 reporter, GFP fluorescence, 18 h; TGF-beta stimulated, 500 pg/mL final; Potency, µM (titrated, usually from 46.1 µM), for the others: at the top dose activity, negative = inhibition, actives largely listed as inhibitors; 1.2% of 410,000 active; further: potency means the concentration at half of the fitted maximal effect; on the % scale 0 is the no-effect control and ±100 the full control effect; nearly all actives have a fitted effect of over 65% in size
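Smad-responsive CAGA-GFP expression was quantified in HEPG2 cells exposed to compounds and 500 pg/mL final TGF-beta for 18 h at 37 degrees C; unstimulated wells defined full inhibition.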
EPAC2 antag – antagonists of human EPAC2; 0.18% of 360,000 active; Q8WZA2; Potency, µM (doses to about 114 µM), without a hit: at the highest dose activity, negative = inhibition, hits mostly inhibitors; EPAC2 GEF exchange of Rap1B-BODIPY-GDP, fluorescence; AID 720708; further: potency means the concentration at half of the fitted maximal effect; on the % scale 0 is the no-effect control and ±100 the full control effect; nearly all actives have a fitted effect of over 45% in size; many of its hits are not listed in these tables
Target sequence (Q8WZA2 whole entry, looked up): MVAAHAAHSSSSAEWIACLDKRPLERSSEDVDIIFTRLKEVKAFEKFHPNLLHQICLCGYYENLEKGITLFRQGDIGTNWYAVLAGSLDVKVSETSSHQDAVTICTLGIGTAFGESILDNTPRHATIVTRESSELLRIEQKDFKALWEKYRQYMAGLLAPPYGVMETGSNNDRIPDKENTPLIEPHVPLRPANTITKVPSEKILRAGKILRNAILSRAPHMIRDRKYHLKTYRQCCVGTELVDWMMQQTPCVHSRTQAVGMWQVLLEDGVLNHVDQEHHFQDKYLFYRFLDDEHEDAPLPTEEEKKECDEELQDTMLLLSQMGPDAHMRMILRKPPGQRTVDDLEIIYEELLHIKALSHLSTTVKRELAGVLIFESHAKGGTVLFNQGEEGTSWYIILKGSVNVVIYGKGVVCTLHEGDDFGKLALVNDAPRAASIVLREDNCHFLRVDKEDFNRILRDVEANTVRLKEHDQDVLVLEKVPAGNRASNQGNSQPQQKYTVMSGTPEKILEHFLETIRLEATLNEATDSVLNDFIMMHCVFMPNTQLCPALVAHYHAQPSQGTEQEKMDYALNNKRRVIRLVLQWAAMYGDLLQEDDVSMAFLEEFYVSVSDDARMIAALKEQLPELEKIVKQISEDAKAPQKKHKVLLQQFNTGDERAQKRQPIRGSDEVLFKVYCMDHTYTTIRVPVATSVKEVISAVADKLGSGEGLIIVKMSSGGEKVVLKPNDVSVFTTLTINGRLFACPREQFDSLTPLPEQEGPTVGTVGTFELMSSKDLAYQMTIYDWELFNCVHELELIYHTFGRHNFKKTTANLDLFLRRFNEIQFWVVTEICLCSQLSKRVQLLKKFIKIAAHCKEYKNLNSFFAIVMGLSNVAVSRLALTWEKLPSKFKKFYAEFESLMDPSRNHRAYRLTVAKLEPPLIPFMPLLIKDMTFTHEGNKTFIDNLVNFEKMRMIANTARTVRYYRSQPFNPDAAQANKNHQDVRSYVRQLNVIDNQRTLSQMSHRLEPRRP
CCT modulator – changes cytosolic chaperonin activity. purified chaperonin ATPase assay, HTRF ADP detection, 30 min. activity change, % (no concentration beside the values), hits read low. 0.3% of 360,000 active. AID 651819; in the data active means activity change below about -30%; further: on the % scale 0 is the no-effect control and ±100 the full control effect
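ATPase activity: ADP formed was measured by HTRF Transcreener (665/615 nm ratio) after 30 min at 37 deg C with 10 uM ATP. Compounds screened at one 76 uM concentration against 40 or 20 nM TRiC in Tris pH 7.4/KCl/MgCl2/DTT buffer.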
Akt phos inh – blocks phosphorylation of Akt; activity change, % for hits at 50 µM; 0.32% of 360,000 active; AID 651550; Neuro2A IGF-stimulated pAkt S473 HTRF, 20 min; hits give low values; in the data active means activity change below about -80%; inconclusive means mostly about -51% to -80%; further: on the % scale 0 is the no-effect control and ±100 the full control effect
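Single-point screen (50 µM final compound) in Neuro2A cells stimulated 20 min with 6 nM IGF at 37 deg C. After lysis, Ser473-phosphorylated Akt read by HTRF (ex 330 nm, em 615/665 nm) as the 665/615 ratio.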
MmCpn inh – inhibitors of Methanococcus maripaludis chaperonin (MmCpn); 0.031% of 330,000 active; purified Mm-Cpn ATPase, ADP Transcreener TR-FRET; Potency, µM (titrated, usually from 76.9 µM), for inactives: at the highest dose activity, negative = inhibition, most hits filed as inhibitors; further: potency means the concentration at half of the fitted maximal effect; on the % scale 0 is the no-effect control and ±100 the full control effect; nearly all actives have a fitted effect of over 80% in size
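ATPase read-out: TR-FRET ADP immunoassay (anti-ADP Eu cryptate vs ADP-d2), ex 320 nm, em 590/665 nm; signal drops as ADP forms. Enzyme 25 nM, ATP 10 uM, 30 min at 37°C after 10 min compound preincubation.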
EPAC2 ag – agonists of human EPAC2 (RAPGEF4). 0.079% of 360,000 active. Potency, µM (highest dose often 154 µM), for the others: at the top dose activation, actives largely listed as activators. Q8WZA2. AID 720711. EPAC2 activation, biochemical qHTS; response scale: 100% = 6.5 mM cAMP response; further: potency means the concentration at half of the fitted maximal effect; nearly all actives have a fitted effect of over 50% in size
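Fluorescence exchange assay: 100 nM EPAC2 with 250 nM RAP1B-BODIPY-GDP and 50 uM GDP; compounds tested as a concentration-titration series (qHTS). Loss of Rap1-bound BODIPY-GDP fluorescence read at 480/540 nm; data normalized to 6.5 mM cAMP.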
Numbers without * were called inactive; i = inactive; u = inconclusive; x = not tested or not shown; & = joins results of further samples; [ ] = another dose, or the depositor's remark. Unless noted, the call rests on the fitted dose curve; in most records, active means well fitted curve in the direction sought with a large enough effect; inconclusive means small, poorly fitted or top-dose-only effect, or another doubt; inactive means no such curve, though single readings can be large; an effect the other way counts as inactive or inconclusive. This is a subset (hit frequency here may not be typical).

SMILES	A549 viability	Nrf2 ARE act	Nrf2 inh	TGFb SMAD3 inh	EPAC2 antag	CCT modulator	Akt phos inh	MmCpn inh	EPAC2 ag
COc1ccc(CN(C)CC(O)COC(c2ccccc2)c2ccccc2)c(OC)c1OC (configuration not stated)	u	2.6%	u	u	-12%	-0.7	i	2%	0%
Cc1ccc(N2C(N)=C(C#N)C(c3cccnc3)C3=C2CC(C)(C)CC3=O)cc1 (configuration not stated)	-12%	4.5%	x	15%	-3%	-4.8	i	1%	12%
CN1C(=S)NC(C)(C)CC1(C)c1ccc(O)cc1O (configuration not stated)	1%	0.5%	-2%	-12%	-7%	-2.2	i	1%	9%
Cc1cc(N2CCN(C)CC2)nc2ccc(NC(=O)CCC(=O)NCCC3=CCCCC3)cc12	-9%	0.1%	12%	9%	4%	-2.7	i	x	-1%
c1ccc2[nH]c(SCc3cscn3)nc2c1	-11%	4.3%	u	-2%	15%	1.0	i	-3%	5%
CC(C)CCNC(=O)NC(=O)COC(=O)/C=C/c1cccc([N+](=O)[O-])c1	-4%	2.2%	6%	-9%	-1%	-1.7	i	-2%	-6%
CCCCn1c(SCC(=O)NC2CCS(=O)(=O)C2)nnc1-c1ccc(OC)cc1 (configuration not stated)	3%	-0.4%	-3%	-9%	-12%	2.7	i	1%	3%
COc1ccccc1NC(=O)Nc1ccnn1C1CCN(C(=O)C2CCOC2)CC1 (configuration not stated)	x	-2.0%	x	-3%	7%	1.2	i	x	10%
O=C(COC(=O)c1cnccn1)NCc1ccccc1Cl	x	-0.7%	x	4%	0%	-3.0	i	x	6%
Cc1ccc(NC(=S)NNC(=O)c2nn(C)c(C)c2Cl)cc1	2%	1.9%	u	11%	31%[activator]	-3.4	i	2%	-4%
COC(=O)C(N)Cc1ccc(Cl)cc1 (configuration not stated)	-10%	-0.9%	10%	-13%	5%	-2.2	i	1%	-3%
Cc1c(C(=O)Nc2ccc(F)cc2F)oc2c1-c1nn(Cc3c(F)cccc3Cl)cc1CC2	5%	1.1%	17%	-1%	x	x	x	x	x

Reformatted in markdown: 12 of the compounds above
| smiles | A549 viability | Nrf2 ARE act | Nrf2 inh | TGFb SMAD3 inh | EPAC2 antag | CCT modulator | Akt phos inh | MmCpn inh | EPAC2 ag |
| --- | --- | --- | --- | --- | --- | --- | --- | --- | --- |
| COc1ccc(CN(C)CC(O)COC(c2ccccc2)c2ccccc2)c(OC)c1OC (configuration not stated) | u | 2.6% | u | u | -12% | -0.7 | i | 2% | 0% |
| Cc1ccc(N2C(N)=C(C#N)C(c3cccnc3)C3=C2CC(C)(C)CC3=O)cc1 (configuration not stated) | -12% | 4.5% | x | 15% | -3% | -4.8 | i | 1% | 12% |
| CN1C(=S)NC(C)(C)CC1(C)c1ccc(O)cc1O (configuration not stated) | 1% | 0.5% | -2% | -12% | -7% | -2.2 | i | 1% | 9% |
| Cc1cc(N2CCN(C)CC2)nc2ccc(NC(=O)CCC(=O)NCCC3=CCCCC3)cc12 | -9% | 0.1% | 12% | 9% | 4% | -2.7 | i | x | -1% |
| c1ccc2[nH]c(SCc3cscn3)nc2c1 | -11% | 4.3% | u | -2% | 15% | 1.0 | i | -3% | 5% |
| CC(C)CCNC(=O)NC(=O)COC(=O)/C=C/c1cccc([N+](=O)[O-])c1 | -4% | 2.2% | 6% | -9% | -1% | -1.7 | i | -2% | -6% |
| CCCCn1c(SCC(=O)NC2CCS(=O)(=O)C2)nnc1-c1ccc(OC)cc1 (configuration not stated) | 3% | -0.4% | -3% | -9% | -12% | 2.7 | i | 1% | 3% |
| COc1ccccc1NC(=O)Nc1ccnn1C1CCN(C(=O)C2CCOC2)CC1 (configuration not stated) | x | -2.0% | x | -3% | 7% | 1.2 | i | x | 10% |
| O=C(COC(=O)c1cnccn1)NCc1ccccc1Cl | x | -0.7% | x | 4% | 0% | -3.0 | i | x | 6% |
| Cc1ccc(NC(=S)NNC(=O)c2nn(C)c(C)c2Cl)cc1 | 2% | 1.9% | u | 11% | 31%[activator] | -3.4 | i | 2% | -4% |
| COC(=O)C(N)Cc1ccc(Cl)cc1 (configuration not stated) | -10% | -0.9% | 10% | -13% | 5% | -2.2 | i | 1% | -3% |
| Cc1c(C(=O)Nc2ccc(F)cc2F)oc2c1-c1nn(Cc3c(F)cccc3Cl)cc1CC2 | 5% | 1.1% | 17% | -1% | x | x | x | x | x |

Carrying on:
SMILES	A549 viability	Nrf2 ARE act	Nrf2 inh	TGFb SMAD3 inh	EPAC2 antag	CCT modulator	Akt phos inh	MmCpn inh	EPAC2 ag
CCN(c1ccccc1)S(=O)(=O)c1nnc(NC(=O)CC(C)C)s1	0%	-1.0%	-7%	4%	0%	-2.6	i	0%	7%
COc1ccc2c(CC(=O)NCc3ccc4c(c3)OCO4)coc2c1	1%	-0.2%	u	2%	-1%	-2.1	i	-2%	11%
CCOC(=O)c1c(C)nc(SCC(N)=O)c(C#N)c1-c1ccccc1	-3%	-1.1%	-14%	0%	0%	-1.4	i	0%	-4%
CCOC(=O)C1CCCN(C(=O)c2cccnc2Oc2ccccc2)CC1 (configuration not stated)	x	-0.3%	x	8%	0%	-1.9	i	x	14%
C(=NN=C(NN=Cc1cccs1)NN=Cc1cccs1)c1cccs1	u	7.1%	u	0%	-12%	-18	i	x	9%
O=C(Cn1c(=O)n(CC2CCC(C(=O)NCCc3ccccc3)CC2)c(=O)c2ccccc21)Nc1ccccc1 (configuration not stated)	12%	0.1%	3%	u	x	x	x	x	x
Cc1cc(C(=O)COc2nncc3ccccc23)c(C)n1C	3%	11%	u	3%	0%	0.6	i	-1%	7%
Clc1ccc2c(c1)c1cc(Cl)ccc1n2CN1CCOCC1	u	0.3%	u	1%	-10%	-1.8	i	-10%	5%
COc1ccc(-c2nc(N)c(C#N)c(-c3cccnc3)c2C)cc1	13%	-0.4%	-4%	-14%	-8%	-1.2	i	-5%	6%
CCNC(=S)Nc1cccc(NC(=O)c2ccccc2O)c1	0%	-0.1%	4%	0%	-1%	0.0	i	2%	5%
CCOc1cc(C(=O)Nc2ccccc2N2CCOCC2)ccc1OCC(=O)N1CCOCC1	3%	-0.9%	-18%	-1%	8%	-1.4	i	-1%	3%
CCc1nnc(NS(=O)(=O)c2ccc(NC(=O)CCC(=O)O)cc2)s1	-4%	0.5%	-4%	-16%	4%	-0.5	i	0%	7%
COc1ccc(/C=N/NC(=O)c2cccnc2)cc1CSc1ccccn1	-1%	4.1%	u	-2%	-18%	0.3	i	4%	5%
O=C(NCCC1CCCC1)C1CCC(=O)N(CCCN2CCCC2=O)C1 (configuration not stated)	-2%	-0.7%	-11%	5%	15%	1.8	i	-3%	10%
Cc1noc(C)c1NC(=O)Nc1ccc2c(c1)CC(=O)N([C@H](C)CO)C[C@@H](C)[C@H](CN(C)CC1CCCCC1)O2	6%	-0.5%	0%	-12%	-1%	-3.3	i	-1%	-5%
Cc1c(NC(=S)NC(=O)c2sc3ccccc3c2Cl)cccc1C(=O)O	-3%	-0.4%	0%	u	26%	-0.5	i	-2%	-1%
Cc1ccccc1CCNC(=O)c1cc(C2CC2)nc2c1cnn2C(C)C	4%	0.0%	-14%	u	u	1.2	i	0%	1%
Cc1cc(C)n(-c2nc(NCC(C)O)c3c4c(sc3n2)COC(C)(C)C4)n1 (configuration not stated)	4%	-0.1%	-13%	-11%	-4%	-1.1	i	-2%	4%
N#Cc1ccccc1NC(=S)NC(=O)c1cccs1	2%	16µM*	1%	-5%	-3%	0.1	i	1%	7%
O=C1C(Cc2ccccc2)Nc2ncnc(N3CCCCC3)c2N1Cc1ccc(Br)cc1 (configuration not stated)	u	4.2%&1.7%	u	u	u	-0.7&1.6	i	1%	5%&-18%
O=C(CCc1nc2ccccc2s1)N1CCN(S(=O)(=O)c2cccs2)CC1	-4%	-0.6%	2%	18%	9%	1.0	i	2%	-6%
CCOC(NC(=O)c1ccccc1)C(NC(=O)c1ccccc1)OCC (configuration not stated)	-5%	0.3%	4%	-27%	4%	1.8	i	-1%	5%
CNC(=O)Cn1c(C)cc(=O)c2cccc(OC)c21	0%	-0.3%	-4%	11%	9%	-3.8	i	-3%	2%
CCOC(=O)N1CCC(N(C(=O)Nc2ccc(CC)cc2)C(C)CC)CC1 (configuration not stated)	-1%[1.84 µM]	0.0%	5%	-23%	-2%	-0.9	i	1%	-5%
CC1CCCC(NC(=O)COC(=O)COc2cccc(F)c2)C1C (configuration not stated)	-6%	-0.4%	1%	7%	0%	-2.2	i	3%	-7%
CCCCn1cnc2c(c(CC#N)nn2-c2ccccc2)c1=N	-5%	0.2%	-8%	17%	-3%	-4.2	i	x	3%
CCC(=O)Nc1ccc2c(c1)ncn2C	3%	-0.3%	6%	-1%	-1%	1.9	i	2%	4%
O=C(Nc1ccccc1-c1ccccc1)c1cccs1	10%	0.6%	0%	4%	u	1.6	i	-4%	0%
COc1ccccc1NC(=O)C1CCCN1C(=O)NCc1ccccc1 (configuration not stated)	-1%	-0.3%	7%	-18%	0%	-0.4	i	0%	4%
O=C(O)C1CC=CCC1C(=O)Nc1ccccc1Cl (configuration not stated)	-10%	-0.4%	2%	1%	-1%	-10	i	-1%	3%
CC(=O)c1ccc(Cc2cnc(N)s2)cc1	1%	-0.1%	u	-6%	-3%	-4.5	i	0%	0%
CCn1c(SCC(=O)Nc2ccccc2)nc2c(c1=O)SCC2	x	4.7%	x	9%	-8%	-0.1	i	x	28%
